Bioassay records deposited in PubChem BioAssay by The Scripps Research Institute Molecular Screening Center.
M1 antag – blocks human M1 muscarinic receptor. AID 588852. 360,000 tested, 1.3% active. CHO-K1 hM1, Fluo-8 calcium fluorescence, ACh EC80 antagonist. inhibition, % at 3 µM. P11229;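 active = percent inhibition above its own plate's cutoff, namely the mean of that plate's compound wells plus 3 SD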;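 note: peak over basal fluorescence ratio during 140 s after agonist addition; 0% = ACh EC80 plus DMSO and 100% = DMSO alone without agonist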
Target sequence (P11229 whole entry, looked up): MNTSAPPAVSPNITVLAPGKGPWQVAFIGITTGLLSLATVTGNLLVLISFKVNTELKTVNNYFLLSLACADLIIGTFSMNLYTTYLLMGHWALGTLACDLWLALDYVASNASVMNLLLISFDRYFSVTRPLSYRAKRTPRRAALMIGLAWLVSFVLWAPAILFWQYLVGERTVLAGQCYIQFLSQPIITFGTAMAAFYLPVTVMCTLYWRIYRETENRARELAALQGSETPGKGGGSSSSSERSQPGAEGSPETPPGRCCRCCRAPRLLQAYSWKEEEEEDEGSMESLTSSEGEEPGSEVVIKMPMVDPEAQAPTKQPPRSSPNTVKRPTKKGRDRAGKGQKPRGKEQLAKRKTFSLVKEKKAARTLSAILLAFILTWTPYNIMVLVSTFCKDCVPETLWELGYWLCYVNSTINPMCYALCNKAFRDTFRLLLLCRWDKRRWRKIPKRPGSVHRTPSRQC
CHO parental Ca – counter-screen for OX1R antagonists: effect in parental CHO cells; inhibition, % at 5.6 µM; AID 463079; parental CHO-K1, ATP-induced calcium, Fluo-8 fluorescence; 330,000 tested, 0.63% active;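 active = inhibition above that plate's mean sample inhibition plus 3 SD, cut at about 26% in these data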;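 note: 0% = ATP-challenged DMSO wells and 100% = DMSO wells without ATP; some compounds past the cut are filed as inactive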
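test system = CHO parental line | reagent = ATP stimulus | measured by = intracellular calcium via Fluo-8 no-wash fluorescent dye | control set = ATP and no-ATP DMSO wells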
M1 ag – agonists of human M1 muscarinic receptor | 360,000 tested, 0.33% active | CHO-K1 hM1, Fluo-8 calcium fluorescence, agonist mode; 0% DMSO, 100% acetylcholine EC100 | AID 588814 | activation, % at 3 µM;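 active = activation above the run's mean compound activation plus 3 SD, cut at about 16% in these data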;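 note: peak over basal fluorescence ratio within a 140 s kinetic read after compound addition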
TAAR1 ag – agonists of human TAAR1 | Q96RJ0 | CHO RD-HGA16 TAAR1, Fluo-8 calcium fluorescence; vehicle wells 0%, saturating PEA agonist 100% | activation, % at 3 µM | 360,000 tested, 0.99% active;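 active = activation above the mean activation of all test compounds in the run plus 3 SD, cut at about 38% in these data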
Target sequence (Q96RJ0 whole entry, looked up): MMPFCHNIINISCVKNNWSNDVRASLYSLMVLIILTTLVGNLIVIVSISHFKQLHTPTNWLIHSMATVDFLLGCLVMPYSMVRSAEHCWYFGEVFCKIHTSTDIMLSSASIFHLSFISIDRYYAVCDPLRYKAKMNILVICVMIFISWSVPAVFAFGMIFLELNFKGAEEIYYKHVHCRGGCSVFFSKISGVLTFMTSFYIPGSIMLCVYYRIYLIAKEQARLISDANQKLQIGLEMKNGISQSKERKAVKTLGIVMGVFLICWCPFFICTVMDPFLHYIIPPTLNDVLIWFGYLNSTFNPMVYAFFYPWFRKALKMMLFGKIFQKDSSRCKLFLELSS
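Signal – calcium-sensitive Fluo-8 signal, excitation 470-495, emission 515-575 nm · System – RD-HGA16 (CHO) cells co-expressing Gα16 and hTAAR1 · Incubation – 17-24 h seeding, 75 min 37 °C dye, 30 min RT · Compound dosing – 3 µM single concentration · Repeats – no replicates (n 1)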
M1 ag parental – counter-screen for M1 agonists: effect in parental CHO-K1 cells; Fluo-8 calcium fluorescence; scaled to maximal ATP response, vehicle zero; activation, % at 3 µM; 360,000 tested, 0.48% active; AID 602248; in the data active = activation above about 15%;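 note: untransfected CHO-K1 host cells lacking M1 receptor as counterscreen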
M1 PAM – positive allosteric modulators of human M1 muscarinic receptor; P11229; CHO-K1 hM1, Fluo-8 calcium fluorescence, ACh EC20; 0% = ACh EC20, 100% = maximal ACh; activation, % at 3 µM; 360,000 tested, 0.088% active; in the data active = activation above about 19%, passing the limit was not always enough
TAAR1 antag – antagonists of human TAAR1; Q96RJ0; CHO RD-HGA16 TAAR1, Fluo-8 calcium fluorescence, antagonist; inhibition, % at 3 µM; 360,000 tested, 1.5% active; AID 624466;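 active = inhibition above a per-plate cutoff, the mean inhibition of test compounds on that plate plus 3 SD, cut at about 49% in these data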;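 note: 0% = DMSO plus EC80 beta-PEA response and 100% = DMSO alone without agonist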
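System: RD-HGA16 CHO cells with stable hTAAR1 and Gα16 | Probe or stimulus: EC80 β-phenethylamine stimulus | Dosing: 3 µM, single point | Times: Dye loading 75 min at 37 °C, then 30 min room temperature | Measured by: Fluo-8 calcium-sensitive fluorescence | Read-out basis: % inhibition of agonist calcium response | Replicates: n of 1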
CHO-K1 Ca antag – counter-screen for M1 antagonists: effect in parental CHO-K1 cells. AID 602250. ATP-induced calcium, Fluo-8 fluorescence. 360,000 tested, 0.6% active. inhibition, % at 3 µM;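 active = inhibition above a per-plate cutoff, the plate's mean sample inhibition plus 3 SD, cut at about 24% in these data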;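 note: 0% = DMSO plus EC80 ATP and 100% = DMSO alone without ATP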
CHO-K1 Ca PAM – counter-screen for M1 PAMs: effect in parental CHO-K1 cells | activation, % at 3 µM | ATP EC20, Fluo-8 calcium fluorescence; 0% at ATP EC20, 100% at ATP max | 360,000 tested, 0.02% active | AID 602247;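 active = activation above the run cutoff, the mean activation of all test compounds plus 3 SD, cut at about 40% in these data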;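 note: peak over basal fluorescence ratio in a 140 s read after ATP addition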
Active calls of the source: *; / = not tested or not shown.

Preview:
entry	Molecule	CHO-K1 Ca PAM	M1 antag	M1 ag	TAAR1 antag	CHO parental Ca
1	CCOc1ccc(CNC(=O)CCCn2ccc3cc(S(=O)(=O)N4CCCC4)ccc32)cc1	5	0	-5	-11	-14
2	Brc1ccc(-c2csc(-c3c[nH]c4ccccc34)n2)cc1	6	-6	7	-9	2
3	O=C(COC(=O)/C=C/c1ccc(OC(F)F)cc1)NCc1cccs1	24	-2	-4	61*	5

entry	CHO-K1 Ca antag	M1 PAM	M1 ag parental	TAAR1 ag
1	-11	-8	5.8	1
2	4	2	0.7	9
3	-15	1	7.4	82*

This part in full (from the top)
entry	Molecule	CHO-K1 Ca PAM	M1 antag	M1 ag	TAAR1 antag	CHO parental Ca
1	CCOc1ccc(CNC(=O)CCCn2ccc3cc(S(=O)(=O)N4CCCC4)ccc32)cc1	5	0	-5	-11	-14
2	Brc1ccc(-c2csc(-c3c[nH]c4ccccc34)n2)cc1	6	-6	7	-9	2
3	O=C(COC(=O)/C=C/c1ccc(OC(F)F)cc1)NCc1cccs1	24	-2	-4	61*	5
4	COC(=O)CSc1nnc(-c2ccccc2OC)n1-c1ccc(C)cc1	14	-18	-2	-14	-17
5	O=C(O)c1cc(Cl)c2c(c1)OCO2	-13	-8	-1	-14	-9
6	COC(=O)C1C(O)=C(C=NCc2ccccc2)C(=O)CC1(C)C (stereo not given)	10	1	-2	-16	-6
7	CCC(C)C(NC(N)=O)C(=O)Nc1ccc(C(=O)OC)cc1 (stereo not given)	3	-1	-2	-4	11
8	CN1Cc2sc(N)c(C#N)c2CC1(C)C	6	-10	-3	-4	-15
9	COC(=O)[C@]12CCCCC=C1N(Cc1ccccc1)C(=O)[C@H](CC(=O)N1CCOCC1)C2	-3	/	/	-1	/
10	COc1ccc(/C=C(\NC(=O)c2ccc(C)cc2)C(=O)Nc2c(C)n(C)n(-c3ccccc3)c2=O)cc1	23	-7	-8	-3	-16
11	Cc1cn2c(nc1=O)OC1C(O)C(COC(=O)c3ccccc3)OC12 (stereo not given)	23	-5	-2	-14	1
12	O=[N+]([O-])c1cccc(-c2c(-c3ccccc3)ncc3ccc(F)cc23)c1	4	-5	-7	12	-14

entry	CHO-K1 Ca antag	M1 PAM	M1 ag parental	TAAR1 ag
1	-11	-8	5.8	1
2	4	2	0.7	9
3	-15	1	7.4	82*
4	-5	14	0.4	13
5	15	10	-0.1	2
6	0	1	-0.1	2
7	-12	5	0.9	3
8	-8	5	0.8	12
9	-2	/	1.5	3
10	-10	14	1.0	5
11	-34	3	0.8	5
12	-1	-1	-0.5	9

(more compounds)
entry	Molecule	CHO-K1 Ca PAM	M1 antag	M1 ag	TAAR1 antag	CHO parental Ca
13	CN(C)Cc1nc2c(c(=O)[nH]1)C1(CCCCC1)Cc1ccccc1-2	10	2	-4	-9	-17
14	COc1cccc(CNC(=O)Cn2nc(-c3ccc(Cl)cc3)ccc2=O)c1	8	-3	-5	-2	-17
15	O=C(COc1ccc(S(=O)(=O)NCc2ccccc2)cc1Cl)NCc1ccccn1	7	-4	-5	7	5
16	Cc1ccc(-n2nnnc2CNC(=O)C2CC(=O)N(c3ccccc3)C2)cc1C (stereo not given)	-7	-7	-3	-8	-12
17	Cc1ccc(S(=O)(=O)NC2CCC(C(=O)O)CC2)cc1 (stereo not given)	0	-1	-1	-4	-2
18	COCCn1c(SCC(=O)NCc2cccs2)nnc1-c1ccc(OC)cc1	3	16	-2	-10	-11
19	CCCCC(=O)N(C)c1c(CC)nc2c(OCC(=O)c3ccc(F)cc3)cccn12	29	-6	-5	3	/
20	CCSc1nsc(NC(=O)Nc2ccccc2Cl)n1	-16	18	0	28	/
21	Cc1nnc(SCC(=O)N2c3ccccc3Sc3ccccc32)n1N	20	-10	-9	-13	-1
22	CC(=O)N1CCC2(CC1)C/C(=N\NC(=S)Nc1ccccc1C)c1cc(O)ccc1O2	24	-9	-4	17	-17
23	COc1ccc(C(C)NC(=O)c2cccc([N+](=O)[O-])c2)cc1OC (stereo not given)	4	3	-5	-3	-7
24	COCCNC(=O)C1(C)CCCN(Cc2csc(-c3ccc(Cl)cc3)n2)C1 (stereo not given)	29	-1	-8	/	/

entry	CHO-K1 Ca antag	M1 PAM	M1 ag parental	TAAR1 ag
13	-23	-4	0.5	17
14	-9	5	0.6	0
15	-17	11	4.1	9
16	4	6	3.4	8
17	11	5	0.4	9
18	-16	-6	-0.1	-1
19	-14	2	2.7	4
20	28*	-13	6.9	8
21	-7	3	0.4	11
22	-18	10	0.8	-1
23	7	-2	0.5	1
24	-14	-4	2.7	/

Another view of two compounds above:
The line under a structure holds: CHO-K1 Ca PAM	M1 antag	M1 ag	TAAR1 antag	CHO parental Ca	CHO-K1 Ca antag	M1 PAM	M1 ag parental	TAAR1 ag
13: CN(C)Cc1nc2c(c(=O)[nH]1)C1(CCCCC1)Cc1ccccc1-2
  10	2	-4	-9	-17	-23	-4	0.5	17
14: COc1cccc(CNC(=O)Cn2nc(-c3ccc(Cl)cc3)ccc2=O)c1
  8	-3	-5	-2	-17	-9	5	0.6	0

Next records.
entry	Molecule	CHO-K1 Ca PAM	M1 antag	M1 ag	TAAR1 antag	CHO parental Ca
25	Cc1cccn2c(=O)c(/C=C(\C#N)C(N)=O)c(N3CCCCCC3)nc12	0	2	-6	12	-34
26	COc1ccc(SC[C@H](Cc2ccccc2)N2CC[C@@H](C(C)(C)C)CCC2=O)cc1	18	-5	-4	35	-29
27	O=C(c1ccc(S(=O)(=O)Nc2ccccc2)cc1)N1CCC1	-3	-1	-5	9	-10
28	Cc1ccc(Cc2c(-c3ccccc3)nc3cc(C)ccn23)cc1	-4	3	2	14	/
29	O=C(O)/C=C\c1cn(-c2ccccc2)nc1-c1cc2ccccc2o1	-16	3	-5	1	10
30	Cc1ccccc1NC(=O)CSc1nnc(C)c2ccccc12	4	-13	-3	-7	-13
31	COc1cccc(NC(=O)c2ccc3c(SCC(=O)O)c4c(nc3c2)CCCC4)c1	4	-3	4	20	-15
32	NC(=S)NN=C1C2CC3CC(C2)CC1C3	20	-15	-4	3	-18
33	COc1cccc(C(=O)Nc2ccccc2N2CCCC2)c1	14	-1	-7	-8	-20
34	COCCC(=O)N1CCC(Oc2ccc(C(=O)N3CCCCC3CCO)cc2)CC1 (stereo not given)	17	-7	-2	4	2
35	COc1ccc(S(=O)(=O)N(C)CC(=O)NCc2cccnc2)cc1Cl	15	-6	-5	-3	-13
36	Cc1cccc(NCc2ccccc2)c1	14	-8	-4	-22	-1

entry	CHO-K1 Ca antag	M1 PAM	M1 ag parental	TAAR1 ag
25	-6	0	12	4
26	-22	2	0.5	3
27	-1	0	0.6	0
28	2	3	-0.5	1
29	8	-1	-0.6	1
30	-16	7	0.9	0
31	-12	13	0.1	-1
32	-22	9	0.6	0
33	-2	5	0.1	0
34	-10	8	1.5	0
35	-10	5	-0.2	5
36	-18	5	0.1	0

(next part)
entry	Molecule	CHO-K1 Ca PAM	M1 antag	M1 ag	TAAR1 antag	CHO parental Ca
37	CCOc1ccc(N=C2C(=O)N(CN3CCOCC3)c3ccccc32)cc1	7	-22	-3	-1	-1
38	CCCn1c(SCC(=O)N2CC(=O)Nc3ccccc32)nc2ccccc21	14	-8	-10	-9	-13
39	CCCN(C(=O)c1cc(CC)c(C)s1)c1c(N)n(Cc2ccccc2)c(=O)[nH]c1=O	22	-9	-3	9	-13
40	CN(C)S(=O)(=O)c1ccc(-n2cccc2)cc1	9	0	-7	12	-1
41	Cc1ccc(-n2c(=O)c(C#N)cc3c(=O)n4cccc(C)c4nc32)cc1	19	-4	-6	-1	-4
42	CCOC(=O)C(=O)c1csc(NC(=O)CCSc2ccc(C)cc2)n1	-10	0	-4	14	2
43	NS(=O)(=O)c1cccc(NC(=O)COC(=O)Cc2n[nH]c(=O)c3ccccc23)c1	12	-12	-5	24	-5
44	O=C(NCCCN1CCOCC1)C1CCCN(S(=O)(=O)N2CCCCC2)C1 (stereo not given)	11	-12	-2	-28	-3
45	CC(=O)Nc1ccc(CN(C)c2c(C)nc3ccc(C(=O)N(C)Cc4ccco4)cn23)cc1	-12	2	-9	-16	/
46	Cc1cccc(-n2c(Cc3cc(=O)[nH]c(=O)[nH]3)nnc2SC(C)C)c1	14	-22	1	-10	-6
47	CCc1nc2ccc(C(=O)NCc3ccc(OC)cc3)cn2c1N(C)Cc1ccc(OC)cc1	0	15	-8	30	/
48	CCNc1nc(NCC)nc(Nn2cnnc2)n1	18	-3	-3	-7	-6

entry	CHO-K1 Ca antag	M1 PAM	M1 ag parental	TAAR1 ag
37	7	4	-0.2	13
38	-2	11	0.4	6
39	-2	11	1.1	1
40	1	6	0.3	3
41	-9	9	0.6	7
42	9	3	-1.1	2
43	-18	6	0.7	1
44	-11	6	0.4	4
45	-3	-4	-0.1	2
46	2	20	0.5	1
47	3	-18	1.9	1
48	-10	1	1.2	5

Additional structures follow:
entry	Molecule	CHO-K1 Ca PAM	M1 antag	M1 ag	TAAR1 antag	CHO parental Ca
49	CCOC(=O)CC(=O)CSc1ccc2nnc(-c3cccc(F)c3)n2n1	9	-4	-2	10	-29
50	COc1cc(NS(=O)(=O)c2cc(C)ccc2OC)c(OC)cc1Cl	15	-26	-3	-10	-15
51	C(=C\c1ccccc1)/CSc1nc2ncccc2[nH]1	18	-6	-1	1	-12
52	C=CCSc1nnc(NC(=O)c2ccc(Cl)nc2)s1	16	-1	-3	0	-15
53	CC1CCc2sc(C(=O)NCC(C)(C)N3CCOCC3)cc2C1 (stereo not given)	8	-20	-6	-17	-26
54	Cc1ccc(Cl)cc1NC(=O)COC(=O)c1ccc(CN2CCCC2=O)cc1	12	4	-6	4	-29

entry	CHO-K1 Ca antag	M1 PAM	M1 ag parental	TAAR1 ag
49	6	4	1.4	16
50	-5	9	0.4	5
51	-9	-2	8.0	0
52	-5	3	1.3	6
53	0	13	-0.1	-1
54	-14	-7	1.0	-2
